FXN GAA850 act = FXN promoter activators, primary screen, cell-based, luciferase luminescence, HEK293 lucGAA850. HEK293 lucGAA850 FXN promoter luciferase reporter, 24 h; percent of 10 µM SAHA response. activation, % at 6 µM. hit rate 0.56% among 360,000;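 active = activation above the average of all compounds screened plus 3 SD, cutoff fixed separately per campaign, cut at about 7.5% in these data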;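 also: 0% = DMSO wells and 100% = 10 µM SAHA wells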
ASAP1 GAP inh = inhibitors of human ASAP1 ArfGAP activity, primary screen, biochemical, fluorescence polarization; hit rate 0.19% among 360,000; inhibition, % at 16.5 µM; Arf-GAP with SH3 domain, ANK repeat and PH domain-containing protein 1 (Homo sapiens), …; ASAP1-stimulated ARF1 GTP hydrolysis, GDP FP detection; AID 624377, 2012; in the data active = inhibition above about 25%;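 also: 0% = vehicle with enzyme and substrate and 100% = no enzyme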
rCAG binder = binders of r(CAG) RNA repeats, primary screen, biochemical, fluorescence | r(CAG) RNA repeat, TO-PRO-1 dye displacement fluorescence | inhibition, % at 3 µM | hit rate 1.3% among 370,000;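 active = inhibition above the plate cutoff, the mean of all test compounds on that plate plus 3 SD, cut at about 35% in these data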;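 also: 0% = DMSO alone and 100% = 100 µM mitoxantrone as full dye displacement; higher means more dye released from RNA so lower well fluorescence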
Tn6 DDE FP = inhibitors of Tn6 peptide binding to fibrin DD(E), primary screen, biochemical, fluorescence polarization, human fibrin, Tn6 probe | Fibrinogen beta chain (Homo sapiens), P02675 | Fibrin DD(E) TRITC-Tn6 fluorescence polarization displacement | inhibition, % at 8.3 µM | hit rate 0.21% among 370,000 | AID 720509, 2013;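 active = inhibition above a per-campaign cutoff: mean of compounds within control limits plus 3 SD, cut at about 15% in these data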;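 also: 0% = median of all compound wells on the plate and 100% = blocking peptide control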
Target sequence (P02675 whole entry, looked up): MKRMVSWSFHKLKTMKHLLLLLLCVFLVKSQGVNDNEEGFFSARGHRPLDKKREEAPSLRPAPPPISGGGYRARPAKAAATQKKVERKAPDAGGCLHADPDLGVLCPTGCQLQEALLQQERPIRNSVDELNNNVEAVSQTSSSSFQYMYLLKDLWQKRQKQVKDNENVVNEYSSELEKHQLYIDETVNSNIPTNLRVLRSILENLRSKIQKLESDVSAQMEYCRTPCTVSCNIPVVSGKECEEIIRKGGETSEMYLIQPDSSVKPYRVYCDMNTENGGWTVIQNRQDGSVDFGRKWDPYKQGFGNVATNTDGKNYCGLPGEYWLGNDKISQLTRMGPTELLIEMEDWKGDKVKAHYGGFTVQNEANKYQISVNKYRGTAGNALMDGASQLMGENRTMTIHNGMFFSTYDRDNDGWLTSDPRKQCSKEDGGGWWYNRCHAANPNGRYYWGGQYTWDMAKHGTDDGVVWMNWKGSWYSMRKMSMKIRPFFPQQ
HGIII-sPLA2 inh = human group III sPLA2 inhibitors, primary screen, biochemical, QFRET, BODIPY PC-A2 liposome substrate; inhibition, % at 12.2 µM; QFRET BODIPY PC-A2 liposome hydrolysis, fluorescence; Group 3 secretory phospholipase A2 (Homo sapiens), Q9NZ20; hit rate 0.56% among 370,000;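 active = inhibition above mean plus 3 SD of compounds lying within the high and low control bounds, cut at about 19% in these data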;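 also: 0% = median of test compound wells and 100% = no enzyme DMSO wells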
KLK7 zymogen act = proKLK7 zymogen activators, primary screen, biochemical, fluorescence intensity. purified proKLK7, EDANS-DABCYL substrate fluorescence; 100% is mature enzyme control, 0% vehicle. Kallikrein-7 (Homo sapiens), P49862. hit rate 0.9% among 370,000. AID 652039, 2013. activation, % at 7 µM;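 active = activation above the mean of all tested compounds plus 3 SD, computed per campaign excluding outliers beyond control limits, cut at about 13% in these data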
Target sequence (P49862 whole entry, looked up): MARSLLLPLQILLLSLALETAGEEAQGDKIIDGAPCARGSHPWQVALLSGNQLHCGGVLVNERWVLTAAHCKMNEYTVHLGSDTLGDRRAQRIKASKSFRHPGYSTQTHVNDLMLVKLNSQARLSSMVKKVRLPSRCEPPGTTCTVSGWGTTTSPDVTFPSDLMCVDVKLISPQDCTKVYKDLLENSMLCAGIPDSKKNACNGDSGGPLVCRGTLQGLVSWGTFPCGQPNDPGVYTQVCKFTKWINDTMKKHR
GC-A act = GC-A stimulated cGMP production enhancers – HEK293 GC-A cells, cGMP TR-FRET, EC30 ANP, primary screen; hit rate 0.14% among 370,000; Atrial natriuretic peptide receptor 1 (Homo sapiens), P16066; activation, % at 10 µM; 0% at EC30 ANP, 100% saturating ANP; in the data active = activation above about 40%
GC-B act = human GC-B receptor activators, primary screen, HEK293 GC-B cells, cGMP TR-FRET, EC30 CNP; 0% at EC30 CNP, 100% saturating CNP; hit rate 0.11% among 370,000; activation, % at 10 µM; AID 1920062, 2024;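 active = activation at 10 µM reaching about 35% in either raw or pattern-adjusted values, limit read from the data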
ADAM10 inh = human ADAM10 inhibitors, primary screen, biochemical, QFRET, HTS. recombinant ADAM10, EDANS/DABCYL FRET peptide cleavage, 3 h. Disintegrin and metalloproteinase domain-containing protein 10 (Homo sapiens), O14672. inhibition, % at 7 µM. hit rate 0.62% among 370,000;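 active = inhibition above a per-campaign cutoff equal to the mean of compounds falling between control-based bounds plus 3 SD, cut at about 20% in these data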;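 also: 0% = DMSO wells while the 100% control is not disclosed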
ARFGAP1 inhibitor = inhibitors of rat ARFGAP1 GAP activity, primary screen, biochemical, fluorescence polarization, GDP tracer; hit rate 0.26% among 360,000; inhibition, % at 16.5 µM; Arfgap1-stimulated ARF1 GTP hydrolysis, GDP FP detection;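 active = inhibition above a per-plate limit, mean inhibition of low control wells plus 3 SD, cut at about 25% in these data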;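 also: 0% = DMSO wells with enzyme and 100% = wells lacking Arfgap1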
Target sequence (Q62848 1-136 limits assumed): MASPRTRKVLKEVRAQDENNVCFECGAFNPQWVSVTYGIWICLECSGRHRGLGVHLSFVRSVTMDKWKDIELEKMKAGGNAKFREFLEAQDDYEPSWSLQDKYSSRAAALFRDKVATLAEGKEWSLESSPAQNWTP
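Material: rat Arfgap1 GAP domain (His6, aa 1-136), purified enzyme. Also added: human ARF1(Δ1-17)-GTP substrate. Compound dosing: 16.5 µM single point, 1.26% DMSO. Timing: enzyme reaction 120 min at 25 °C after 20 min preincubation. Signal: GDP detection by fluorescence polarization. Read-out basis: percent inhibition of GAP-stimulated GDP formation, scaled between DMSO and no-Arfgap1 medians.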
* = called active by the depositor; . = not tested or not shown.

A first look (4 entries):
#1 CC(NC(=O)COC(=O)C1CCCCC1)c1ccccc1 (stereo not drawn)
#2 Cc1ccc(C)c(OCc2cc(C(=O)N3C[C@@H](C)O[C@@H](C)C3)no2)c1
#3 CCC(=O)c1cn(CC(=O)Nc2ccccc2F)c2ccccc12
#4 CC(C)c1ccccc1OCC(=O)Nc1ccccc1C(=O)N1CCOCC1

assay / compound,1,2,3,4
FXN GAA850 act,0.7,7.0,-1.7,-1.4
ASAP1 GAP inh,6,-10,-3,-6
rCAG binder,-1,-6,-2,-3
Tn6 DDE FP,-1,-1,-3,8
HGIII-sPLA2 inh,3,-2,-4,-4
KLK7 zymogen act,0.2,1.2,-0.2,0.3
GC-A act,3,-5,-5,-3
GC-B act,-3,8,2,2
ADAM10 inh,-12,8,0,-3
ARFGAP1 inhibitor,0,2,-14,-10

The list itself, repeating the preview:
#1 CC(NC(=O)COC(=O)C1CCCCC1)c1ccccc1 (stereo not drawn)
#2 Cc1ccc(C)c(OCc2cc(C(=O)N3C[C@@H](C)O[C@@H](C)C3)no2)c1
#3 CCC(=O)c1cn(CC(=O)Nc2ccccc2F)c2ccccc12
#4 CC(C)c1ccccc1OCC(=O)Nc1ccccc1C(=O)N1CCOCC1
#5 O=C(Nc1ccccc1O)c1cccc(NC(=O)c2ccco2)c1
#6 CC(C)Oc1ccc(C2CC(=O)NC2=O)cc1 (stereo not drawn)
#7 CCC(Sc1nnnn1-c1ccccc1)C(=O)Nc1nc2ccccc2s1 (stereo not drawn)
#8 COc1ccc(N2CCN(c3nc4c(C)cccn4c(=O)c3/C=C(\C#N)C(N)=O)CC2)cc1

assay / compound,1,2,3,4,5,6,7,8
FXN GAA850 act,0.7,7.0,-1.7,-1.4,0.9,-1.0,-0.2,3.2
ASAP1 GAP inh,6,-10,-3,-6,5,-14,-8,1
rCAG binder,-1,-6,-2,-3,1,-2,7,-1
Tn6 DDE FP,-1,-1,-3,8,3,2,-17,-7
HGIII-sPLA2 inh,3,-2,-4,-4,-6,-3,-45,2
KLK7 zymogen act,0.2,1.2,-0.2,0.3,-0.5,0.1,0.2,10
GC-A act,3,-5,-5,-3,-4,0,-2,2
GC-B act,-3,8,2,2,-2,1,-3,2
ADAM10 inh,-12,8,0,-3,0,3,3,-353
ARFGAP1 inhibitor,0,2,-14,-10,3,8,0,14

#9 Cc1ccc(Cn2ncc(C)c2N)o1
#10 CCn1nnnc1-c1ccc(OC)c(S(=O)(=O)Nc2ccccc2OC)c1
#11 O=C(COc1ccc(Cl)cc1)NN=C1CCCCCCC1
#12 CC(C)c1ccc(OCC(=O)Nc2c3c(nn2C(C)(C)C)CS(=O)(=O)C3)cc1
#13 COc1ccc(/C=C(\C#N)C(=O)c2cccn2C)cc1
#14 COc1cccc(OC)c1C(=O)NC(=S)Nc1ccc2oc(=O)ccc2c1
#15 CC(=O)N1CCN(S(=O)(=O)c2cccc(C(=O)NNC(=O)c3ccc(Br)cc3)c2)CC1
#16 CCc1nnc(NC(=O)CSc2nc3ccccc3s2)s1

assay / compound,9,10,11,12,13,14,15,16
FXN GAA850 act,2.2,-0.6,-0.2,3.6,0.7,0.4,0.0,0.2
ASAP1 GAP inh,3,9,13,-12,5,-3,-13,3
rCAG binder,-6,3,0,-5,-2,-1,7,7
Tn6 DDE FP,-2,-4,0,7,-8,1,0,-4
HGIII-sPLA2 inh,1,-3,-1,-5,0,2,8,-11
KLK7 zymogen act,0.2,0.1,-0.4,0.8,-0.3,1.0,0.4,-0.2
GC-A act,.,3,0,7,-4,6,-1,-3
GC-B act,.,0,3,2,1,3,1,3
ADAM10 inh,4,-5,1,-7,-4,5,-17,-1
ARFGAP1 inhibitor,-4,12,4,3,7,-1,-4,-4

#17 O=C(NCc1cccs1)NC1CCCCC1
#18 COc1cc(C)ccc1OCC(=O)Nc1ccccc1N1CCOCC1
#19 COc1ccc(N2CCN(CCCNC(=O)CCC(=O)N3CCOc4ccc(Cl)cc43)CC2)cc1
#20 N#Cc1ccc(NC(=O)Nc2ccc(Cl)cc2)cc1
#21 Cc1ccc(Nc2nnc(SCc3ccccc3)s2)cc1
#22 COc1ccc(C(CC(=O)Nc2ncccc2C)N2Cc3ccccc3C2=O)cc1OC (stereo not drawn)
#23 O=C1CCCC2=C1C(c1ccc(Cl)cc1)C1C(=O)c3ccccc3C1=N2 (stereo not drawn)
#24 CCOc1ccc(NC(=O)COc2ccc(C(=O)NC(C)c3ccc(S(N)(=O)=O)cc3)cc2OC)cc1 (stereo not drawn)

assay / compound,17,18,19,20,21,22,23,24
FXN GAA850 act,3.4,-1.0,-1.3,-5.1,2.2,0.8,-12,2.1
ASAP1 GAP inh,-7,2,2,8,6,-10,12,11
rCAG binder,5,-1,-8,10,2,2,10,-4
Tn6 DDE FP,-3,3,-4,-1,3,-5,-10,-5
HGIII-sPLA2 inh,7,2,-3,-18,8,-1,4,-2
KLK7 zymogen act,-0.1,-0.1,1.0,-0.1,0.3,0.4,1.1,-0.1
GC-A act,5,-4,-11,14,0,6,-26,1
GC-B act,3,-6,-10,7,4,11,-12,1
ADAM10 inh,9,-4,12,15,12,-5,-9,-9
ARFGAP1 inhibitor,0,4,-7,5,9,10,3,14

#25 COc1ccc(C2Nc3ccccc3NC3=C2C(=O)CC(C)(C)C3)cc1O (stereo not drawn)
#26 CCCCCn1c(=O)c2ccccc2n2c(=S)[nH]nc12
#27 CCCCCCCCCCCCCCCC(=O)NCCO
#28 Cn1c(=NC(=O)CSCC(=O)N2CCOCC2)sc2ccccc21
#29 Cc1ccc(N(CC(=O)Nc2cc(Cl)ccc2Oc2ccccc2)S(C)(=O)=O)c(C)c1
#30 N#C/C(=C\c1ccccc1)C(=O)NNS(=O)(=O)c1cccc([N+](=O)[O-])c1
#31 COc1ccc(NC(=O)CSc2nnc(NC(=O)c3ccco3)s2)cc1OC
#32 Cc1nc(-c2ccc([N+](=O)[O-])cc2)sc1C(=O)O

assay / compound,25,26,27,28,29,30,31,32
FXN GAA850 act,-0.1,-0.4,0.9,4.8,0.1,3.4,1.1,2.6
ASAP1 GAP inh,6,-3,5,1,-2,8,-7,-1
rCAG binder,-5,10,2,14,11,36*,-1,1
Tn6 DDE FP,2,1,5,-9,3,6,-2,0
HGIII-sPLA2 inh,-20,19,0,1,-26,-36,4,2
KLK7 zymogen act,-1.6,0.3,0.8,0.6,1.1,-0.3,-0.8,-0.4
GC-A act,-1,0,3,-7,-27,2,-5,4
GC-B act,-1,-3,5,-12,-20,3,-6,-3
ADAM10 inh,-1,8,0,-8,16,69*,-11,6
ARFGAP1 inhibitor,6,13,0,3,-4,-4,6,8

#33 O=C(Nc1ccc(-c2nc3ncccc3o2)cc1)c1ccc([N+](=O)[O-])o1
#34 Cc1ccc(S(=O)(=O)C/N=C(/NC(=S)N(c2ccccc2)c2ccccc2)c2ccccc2)cc1
#35 CCc1occc(=O)c1Oc1cc(NN2CCCCC2)c([N+](=O)[O-])cc1[N+](=O)[O-]
#36 N#CC1=C(N2CCCCC2)c2cc3c(n2C1=O)CCCC3
#37 O=C(NC1CCCCCC1)c1ccc2nc3cc(Cl)ccc3c(=O)n2c1
#38 CCc1ccccc1N/C(=N\S(=O)(=O)c1ccccc1)C(F)(F)F
#39 CC1(NC(=O)Cc2csc(-c3cccc(Cl)c3)n2)CCS(=O)(=O)C1 (stereo not drawn)
#40 CCOC(=O)N1CCN(C(=O)c2ccc(Cl)nc2)CC1

assay / compound,33,34,35,36,37,38,39,40
FXN GAA850 act,1.4,0.0,-0.6,0.0,-0.8,-2.3,0.4,2.0
ASAP1 GAP inh,-7,-6,6,3,8,7,-11,-5
rCAG binder,2,14,-4,5,2,-2,0,-4
Tn6 DDE FP,6,-11,-3,7,2,1,4,0
HGIII-sPLA2 inh,0,-3,4,-10,1,3,-1,13
KLK7 zymogen act,-0.1,0.4,-0.3,0.5,-1.4,-0.5,0.3,-0.2
GC-A act,1,-2,-2,5,10,1,-1,5
GC-B act,-1,2,6,-12,8,-2,0,3
ADAM10 inh,-21,4,-2,1,-51,3,-14,-2
ARFGAP1 inhibitor,-3,-1,0,4,6,4,-7,9

#41 O=C(CN1CCCC1)Nc1ccc(F)c(Cl)c1
#42 COCCNC(=S)N1CCN(c2nc(-c3cccc(OC)c3)cs2)CC1
#43 N=c1n(CCO)c2ccccc2n1Cc1ccccc1Cl
#44 CCC(C)C(NC(N)=O)C(=O)Nc1ccc(OCc2ccccc2)cc1 (stereo not drawn)
#45 Cc1cc(NC(=O)c2ccc(S(=O)(=O)Nc3ccccc3)cc2)no1
#46 CCCCc1ccc(NC(=S)NCc2cccc(OC)c2)cc1
#47 CCCCNC(=O)Nc1ccccc1C(=O)NCc1ccco1
#48 COc1cc(-c2cc(-c3ccc(F)cc3)nc(N)c2C#N)ccc1O

assay / compound,41,42,43,44,45,46,47,48
FXN GAA850 act,-0.3,0.8,-0.2,2.0,-2.2,2.9,1.0,-0.5
ASAP1 GAP inh,1,9,-5,-7,0,-3,1,4
rCAG binder,-2,-1,1,-1,7,-2,4,2
Tn6 DDE FP,0,2,3,0,4,-7,-7,0
HGIII-sPLA2 inh,0,-1,4,-2,-20,-18,-3,-35
KLK7 zymogen act,0.7,0.5,-0.6,-0.2,0.4,0.2,-0.1,0.2
GC-A act,-1,-2,-9,-2,-9,-3,5,-1
GC-B act,3,-3,-2,3,-7,4,2,-1
ADAM10 inh,3,21*,-1,-3,-2,19,-13,-19
ARFGAP1 inhibitor,8,3,-3,9,3,8,4,13

#49 NC(=O)c1cc(-c2ccccc2)nc(N2CCOCC2)n1
#50 Cc1ccc(C(N)=S)c(C)c1
#51 Cc1nc(N2N=C(c3ccc(Cl)cc3)CC2c2ccco2)sc1C(=O)N(C)C (stereo not drawn)
#52 COCCSc1nnc(NC(=O)c2ccc3c(c2)OCO3)s1
#53 O=C(O)c1ccc(/C=N/NC(=O)c2ccc3c(c2)OCCO3)cc1
#54 CN(C)CC1CCCCC1OC(=O)c1ccc(S(=O)(=O)N(C)c2ccccc2)cc1 (stereo not drawn)

assay / compound,49,50,51,52,53,54
FXN GAA850 act,-2.6,-0.7,11*,0.8,3.5,0.4
ASAP1 GAP inh,4,-2,2,5,-2,-13
rCAG binder,-3,2,6,3,3,-6
Tn6 DDE FP,-6,1,-2,5,-1,4
HGIII-sPLA2 inh,0,13,-8,-1,7,1
KLK7 zymogen act,0.2,0.1,-48,0.2,-0.7,0.1
GC-A act,1,-2,10,-2,1,1
GC-B act,2,3,3,2,7,4
ADAM10 inh,-4,6,-167,3,12,0
ARFGAP1 inhibitor,3,-1,1,14,-3,3

Source: PubChem BioAssay (several laboratories)
